PLCb3 inh = blocks human PLC-beta3 enzyme activity; actives 0.18% (n = 370,000); Q01970; inhibition, % at 12.2 µM; Purified PLC-beta3, fluorogenic substrate, fluorescence; AID 720704; in the data active means inhibition above about 11%;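 further: 0% = median of compound wells on plate and 100% = full blocker control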
Rev-erbA mod = Rev-erb alpha (human) modulation; Rev-erbα–FITC-DNA binding, fluorescence polarization, 90 min; activity, % at 10 µM; actives 0.79% (n = 370,000);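 active means activity above about 14%, limit read from the data; passing the limit was not always enough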;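 further: 0% = DMSO wells with 35 nM protein and 100% = DMSO wells with 750 nM protein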
KLK7 zymogen act = activators of human kallikrein-7 zymogen; P49862; actives 0.9% (n = 370,000); purified proKLK7, EDANS-DABCYL substrate fluorescence; 100% is mature enzyme control, 0% vehicle; activation, % at 7 µM;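 active means activation above the mean of all tested compounds plus 3 SD, computed per campaign excluding outliers beyond control limits, cut at about 13% in these data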
ARFGAP1 inhibitor = rat ARFGAP1 inhibition | inhibition, % at 16.5 µM | Arfgap1-stimulated ARF1 GTP hydrolysis, GDP FP detection | actives 0.26% (n = 360,000) | AID 651572 | Q62848;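 active means inhibition above a per-plate limit, mean inhibition of low control wells plus 3 SD, cut at about 25% in these data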;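 further: 0% = DMSO wells with enzyme and 100% = wells lacking Arfgap1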
Target sequence (Q62848 1-136 limits assumed): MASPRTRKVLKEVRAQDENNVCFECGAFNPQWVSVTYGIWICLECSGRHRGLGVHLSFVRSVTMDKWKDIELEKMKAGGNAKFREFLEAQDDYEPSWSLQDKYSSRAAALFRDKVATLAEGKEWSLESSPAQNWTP
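Material: rat Arfgap1 GAP domain (His6, aa 1-136), purified enzyme. Also added: human ARF1(Δ1-17)-GTP substrate. Compound dosing: 16.5 µM single point, 1.26% DMSO. Timing: enzyme reaction 120 min at 25 °C after 20 min preincubation. Signal: GDP detection by fluorescence polarization. Read-out basis: percent inhibition of GAP-stimulated GDP formation, scaled between DMSO and no-Arfgap1 medians.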
ASAP1 GAP inh = inhibitors of human ASAP1 ArfGAP activity | ASAP1-stimulated ARF1 GTP hydrolysis, GDP FP detection | inhibition, % at 16.5 µM | actives 0.19% (n = 360,000) | AID 624377; in the data active means inhibition above about 25%;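 further: 0% = vehicle with enzyme and substrate and 100% = no enzyme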
Target sequence (Q9ULH1 325-724 limits assumed): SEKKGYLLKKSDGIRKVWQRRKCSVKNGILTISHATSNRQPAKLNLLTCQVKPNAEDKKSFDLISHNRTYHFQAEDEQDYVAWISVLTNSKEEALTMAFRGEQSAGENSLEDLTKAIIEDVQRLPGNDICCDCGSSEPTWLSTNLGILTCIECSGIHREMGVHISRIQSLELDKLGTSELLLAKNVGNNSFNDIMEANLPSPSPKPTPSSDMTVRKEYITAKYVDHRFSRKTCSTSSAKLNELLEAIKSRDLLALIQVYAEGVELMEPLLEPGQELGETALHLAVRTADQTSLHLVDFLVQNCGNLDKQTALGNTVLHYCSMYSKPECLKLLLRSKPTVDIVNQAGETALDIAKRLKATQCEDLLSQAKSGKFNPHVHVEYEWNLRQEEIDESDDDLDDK
UHRF1 binding = blocks human UHRF1 binding to methylated DNA; Q96T88; UHRF1 binding to methylated oligo, TR-FRET; inhibition, % at 4.4 µM; actives 0.75% (n = 370,000); in the data active means inhibition above about 21%;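 further: UHRF1 SRA domain binding a hemimethylated CpG hairpin DNA probe; 0% = median of test compound wells and 100% = reference inhibitor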
Tn7 DDE FP = inhibitors of Tn7 peptide binding to human fibrin DD(E); P02675; FP displacement of FITC-Tn7 peptide from fibrin DD(E); 0% = median of compound wells per plate; inhibition, % at 8.3 µM; actives 0.13% (n = 370,000);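 active means inhibition above the mean of compounds falling within the control limits plus 3 SD of them, cut at about 14% in these data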;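 further: 0% = plate median of compound wells and 100% = 10 µM Aha-Tn7 peptide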
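System: human fibrin DD(E); quantity: Fibrin-DD(E) at 2 µM final; also added: fluorescent Tn7 probe at 0.1 µM; compound dosing: single nominal test concentration of 8.3 µM per compound; schedule: 10 min preincubation, 3 h with tracer, room temperature; detection: fluorescence polarization of the labelled Tn7 tracer; repeats: one replicate per compound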
DDE Tn6 FP inh = disrupts Tn6 cyclic peptide binding to fibrin D-Dimer-E complex. AID 720509. actives 0.21% (n = 370,000). inhibition, % at 8.3 µM. Fibrin DD(E) TRITC-Tn6 fluorescence polarization displacement. P02675;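 active means inhibition above a per-campaign cutoff: mean of compounds within control limits plus 3 SD, cut at about 15% in these data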;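 further: 0% = median of all compound wells on the plate and 100% = blocking peptide control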
HGIII-sPLA2 inh = Blocks human group III sPLA2 activity | actives 0.56% (n = 370,000) | QFRET BODIPY PC-A2 liposome hydrolysis, fluorescence | inhibition, % at 12.2 µM | Q9NZ20;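 active means inhibition above mean plus 3 SD of compounds lying within the high and low control bounds, cut at about 19% in these data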;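 further: 0% = median of test compound wells and 100% = no enzyme DMSO wells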
Target sequence (Q9NZ20 whole entry, looked up): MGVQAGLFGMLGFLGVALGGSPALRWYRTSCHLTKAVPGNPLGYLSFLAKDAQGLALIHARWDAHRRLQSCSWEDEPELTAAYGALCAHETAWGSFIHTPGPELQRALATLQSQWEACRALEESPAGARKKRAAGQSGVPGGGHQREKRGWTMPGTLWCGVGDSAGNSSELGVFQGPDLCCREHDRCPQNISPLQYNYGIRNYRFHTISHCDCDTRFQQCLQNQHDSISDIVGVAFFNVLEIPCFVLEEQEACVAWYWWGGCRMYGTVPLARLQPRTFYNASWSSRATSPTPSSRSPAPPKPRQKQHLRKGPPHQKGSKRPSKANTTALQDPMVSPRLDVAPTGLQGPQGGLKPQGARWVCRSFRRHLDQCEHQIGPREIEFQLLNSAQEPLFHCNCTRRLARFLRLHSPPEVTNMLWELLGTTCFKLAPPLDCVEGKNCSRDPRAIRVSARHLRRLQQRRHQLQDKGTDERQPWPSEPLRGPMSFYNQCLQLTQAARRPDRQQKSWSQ
PLC-gamma1 inh = inhibitors of human phospholipase C gamma1; actives 0.84% (n = 370,000); purified PLC-gamma1, fluorogenic substrate, fluorescence; inhibition, % at 12.2 µM; P19174; in the data active means inhibition above about 9.5%
The depositor's hits bear a star.

Screening CS(=O)(=O)c1nc(-c2ccc(Br)cc2)n[nH]1 returned PLCb3 inh -6, Rev-erbA mod 3, KLK7 zymogen act 0.4, ARFGAP1 inhibitor -5, ASAP1 GAP inh -9, UHRF1 binding -2, Tn7 DDE FP 3, DDE Tn6 FP inh 7, HGIII-sPLA2 inh -5 and PLC-gamma1 inh 18*.
For Cn1c(CNC(=O)c2ccco2)nnc1SCC(=O)c1ccccc1 the results were PLCb3 inh -2, Rev-erbA mod 6, KLK7 zymogen act 0.1, ARFGAP1 inhibitor 10, ASAP1 GAP inh 9, UHRF1 binding 0, Tn7 DDE FP 6, DDE Tn6 FP inh 3, HGIII-sPLA2 inh -5 and PLC-gamma1 inh 5.
Screening O=C(O)C1C2CCC(O2)C1C(=O)Nc1cccc(Cl)c1 (stereo not given) returned PLCb3 inh -4, Rev-erbA mod 2, KLK7 zymogen act -0.3, ARFGAP1 inhibitor 0, ASAP1 GAP inh 7, UHRF1 binding -1, Tn7 DDE FP -8, DDE Tn6 FP inh 5, HGIII-sPLA2 inh 0 and PLC-gamma1 inh -2.
`CN(C)c1ccc(N2C(=NC(=O)COc3ccccc3)SC3CS(=O)(=O)CC32)cc1` (stereo not given) gave PLCb3 inh -13, Rev-erbA mod 4, KLK7 zymogen act -0.3, ARFGAP1 inhibitor 3, ASAP1 GAP inh 9, UHRF1 binding -1, Tn7 DDE FP -5, DDE Tn6 FP inh 2, HGIII-sPLA2 inh -2 and PLC-gamma1 inh -3.
For Cc1ccc(C(=O)CN(C(=O)c2ccc(Cl)c(Cl)c2)N2C(=O)C3CCCCC3C2=O)cc1C (stereo not given) the results were PLCb3 inh 1, Rev-erbA mod 0, KLK7 zymogen act -0.6, ARFGAP1 inhibitor -4, ASAP1 GAP inh -13, UHRF1 binding -1, Tn7 DDE FP 5, DDE Tn6 FP inh 3, HGIII-sPLA2 inh 6 and PLC-gamma1 inh -2.
CC(NC(=O)c1ccc(OC2CCN(C(=O)c3cccnc3)CC2)cc1)C1CC1 (stereo not given) was read as PLCb3 inh 2, Rev-erbA mod 0, KLK7 zymogen act 0.0, ARFGAP1 inhibitor -9, ASAP1 GAP inh -19, UHRF1 binding 0, Tn7 DDE FP 1, DDE Tn6 FP inh 0, HGIII-sPLA2 inh 1 and PLC-gamma1 inh 4.
Screening CSCC[C@H](NC(=O)OCc1ccccc1)C(=O)O returned PLCb3 inh 4, Rev-erbA mod -5, KLK7 zymogen act 0.0, ARFGAP1 inhibitor 5, ASAP1 GAP inh 1, UHRF1 binding 0, Tn7 DDE FP 2, DDE Tn6 FP inh 4, HGIII-sPLA2 inh -1 and PLC-gamma1 inh 3.
`c1ccc(NC2=NCCN2CC2CCCCC2)cc1` gave PLCb3 inh 1, Rev-erbA mod 1, KLK7 zymogen act -0.4, ARFGAP1 inhibitor 21, ASAP1 GAP inh 8, UHRF1 binding -2, Tn7 DDE FP -2, DDE Tn6 FP inh 5, HGIII-sPLA2 inh 3 and PLC-gamma1 inh 0.
COC(=O)[C@]12C[C@H](CC(=O)N3CCCC3)C(=O)N(CCc3ccc(OC)c(OC)c3)C1=C[C@H](COCc1ccccc1)O[C@@H]2C was read as PLCb3 inh 2, Rev-erbA mod 2, KLK7 zymogen act 0.7, UHRF1 binding -3, Tn7 DDE FP -2, DDE Tn6 FP inh 2, HGIII-sPLA2 inh -6 and PLC-gamma1 inh 0.
For Cc1nc(Cl)nc(N(C)c2ccccc2)c1[N+](=O)[O-] the results were PLCb3 inh -7, Rev-erbA mod 5, KLK7 zymogen act -0.1, ARFGAP1 inhibitor -22, ASAP1 GAP inh 6, UHRF1 binding 0, Tn7 DDE FP 2, DDE Tn6 FP inh -5, HGIII-sPLA2 inh 2 and PLC-gamma1 inh 4.
`COc1cccc(C(=O)COC(=O)c2n[nH]c(=O)c3ccccc23)c1` gave PLCb3 inh 4, Rev-erbA mod 2, KLK7 zymogen act -0.1, ARFGAP1 inhibitor -7, ASAP1 GAP inh 14, UHRF1 binding 0, Tn7 DDE FP -10, DDE Tn6 FP inh -1, HGIII-sPLA2 inh -1 and PLC-gamma1 inh -1.
For COc1ccc(N(C)S(=O)(=O)c2cccc(C(=O)OCC(=O)N(C)c3ccccc3)c2)cc1 the results were PLCb3 inh -2, Rev-erbA mod 6, KLK7 zymogen act 0.7, ARFGAP1 inhibitor -14, ASAP1 GAP inh 13, UHRF1 binding -2, Tn7 DDE FP 1, DDE Tn6 FP inh 3, HGIII-sPLA2 inh -8 and PLC-gamma1 inh 5.
COc1cc(/C=C(/NC(=O)c2ccccc2)C(=O)N2CCN(C)CC2)c([N+](=O)[O-])cc1OC was read as PLCb3 inh -16, Rev-erbA mod 2, KLK7 zymogen act 0.1, ARFGAP1 inhibitor 6, ASAP1 GAP inh 6, UHRF1 binding -3, Tn7 DDE FP 4, DDE Tn6 FP inh 5, HGIII-sPLA2 inh 4 and PLC-gamma1 inh -26.
`COc1cc(S(=O)(=O)Nc2ccccc2N2CCCCC2)ccc1NC(C)=O` gave PLCb3 inh -4, Rev-erbA mod 3, KLK7 zymogen act 0.1, ARFGAP1 inhibitor 15, ASAP1 GAP inh 6, UHRF1 binding 1, Tn7 DDE FP 1, DDE Tn6 FP inh -5, HGIII-sPLA2 inh 11 and PLC-gamma1 inh 3.
`Clc1cccc(Cc2c(-c3ccco3)nc3ccc(Br)cn23)c1` gave PLCb3 inh -29, Rev-erbA mod -6, KLK7 zymogen act -1.1, ARFGAP1 inhibitor -1, ASAP1 GAP inh 10, UHRF1 binding 5, Tn7 DDE FP -9, DDE Tn6 FP inh -4, HGIII-sPLA2 inh 6 and PLC-gamma1 inh -9.
For N#CC1=C(N)Oc2n[nH]c(-c3ccncc3)c2C1c1ccsc1 (stereo not given) the results were PLCb3 inh -2, Rev-erbA mod -4, KLK7 zymogen act 0.2, ARFGAP1 inhibitor -1, ASAP1 GAP inh 9, UHRF1 binding -10, Tn7 DDE FP 1, DDE Tn6 FP inh -2, HGIII-sPLA2 inh -3 and PLC-gamma1 inh -4.
`CC1(C(=O)Nc2ccc3c(c2)OCCO3)CCN1C(=O)c1cccc(F)c1` (stereo not given) gave PLCb3 inh -7, Rev-erbA mod -3, KLK7 zymogen act -0.5, ARFGAP1 inhibitor -6, ASAP1 GAP inh 6, UHRF1 binding 0, Tn7 DDE FP 3, DDE Tn6 FP inh 5, HGIII-sPLA2 inh -1 and PLC-gamma1 inh -3.
For COc1ccccc1NC(=O)Nc1ccnn1C1CCCCC1 the results were PLCb3 inh 2, Rev-erbA mod 2, KLK7 zymogen act -0.7, ARFGAP1 inhibitor 1, ASAP1 GAP inh 5, UHRF1 binding -1, Tn7 DDE FP 2, DDE Tn6 FP inh 6, HGIII-sPLA2 inh 3 and PLC-gamma1 inh -1.
CC1=C(C)CS(=O)N(c2ccc(S(N)(=O)=O)cc2)C1 (stereo not given) was read as PLCb3 inh 2, Rev-erbA mod 0, KLK7 zymogen act 0.5, ARFGAP1 inhibitor 7, ASAP1 GAP inh -6, UHRF1 binding 0, Tn7 DDE FP 0, DDE Tn6 FP inh 5, HGIII-sPLA2 inh 1 and PLC-gamma1 inh 2.
`O=C(CN1CCN(S(=O)(=O)c2ccccc2)CC1)Nc1ccc(N2CCOCC2)cc1` gave PLCb3 inh 0, Rev-erbA mod 6, KLK7 zymogen act -0.3, ARFGAP1 inhibitor -24, ASAP1 GAP inh 3, UHRF1 binding -2, Tn7 DDE FP 0, DDE Tn6 FP inh 4, HGIII-sPLA2 inh -1 and PLC-gamma1 inh 0.
For Cc1ccc(-n2nc(C)c(NC(=O)CCl)c2C)cc1C the results were PLCb3 inh -3, Rev-erbA mod -1, KLK7 zymogen act -0.9, ARFGAP1 inhibitor 1, ASAP1 GAP inh 3, UHRF1 binding -4, Tn7 DDE FP -3, DDE Tn6 FP inh -4, HGIII-sPLA2 inh 2 and PLC-gamma1 inh 0.
Screening Cc1cc(C(=O)N2CCN(c3ncccn3)CC2)c(C)o1 returned PLCb3 inh 1, Rev-erbA mod -1, KLK7 zymogen act 0.4, ARFGAP1 inhibitor 6, ASAP1 GAP inh -4, UHRF1 binding 5, Tn7 DDE FP 4, DDE Tn6 FP inh -2, HGIII-sPLA2 inh 8 and PLC-gamma1 inh -4.
`O=C(CN(Cc1ccc(Cl)cc1)C(=O)CN1C(=O)COc2ccccc21)NC1CCCC1` gave PLCb3 inh -2, Rev-erbA mod 0, KLK7 zymogen act -0.5, ARFGAP1 inhibitor 5, ASAP1 GAP inh -9, UHRF1 binding 1, Tn7 DDE FP -2, DDE Tn6 FP inh -3, HGIII-sPLA2 inh 2 and PLC-gamma1 inh 4.
COc1ccccc1N(CC(=O)NCC1CCCO1)C(=O)CCC(=O)Nc1nccs1 (stereo not given) was read as PLCb3 inh 0, Rev-erbA mod 3, KLK7 zymogen act -0.2, ARFGAP1 inhibitor -1, ASAP1 GAP inh -2, UHRF1 binding 2, Tn7 DDE FP -1, DDE Tn6 FP inh -5, HGIII-sPLA2 inh 3 and PLC-gamma1 inh -2.
Screening COc1cc(NC(=S)N2CCN(c3ccccn3)CC2)cc(OC)c1OC returned PLCb3 inh -2, Rev-erbA mod 1, KLK7 zymogen act 0.2, ARFGAP1 inhibitor 12, ASAP1 GAP inh 0, UHRF1 binding -1, Tn7 DDE FP -3, DDE Tn6 FP inh -1, HGIII-sPLA2 inh 9 and PLC-gamma1 inh 2.
For O=c1[nH][nH]c(C(F)(F)F)c1C=Nc1ccc(Cl)cc1 the results were PLCb3 inh -1, Rev-erbA mod -5, KLK7 zymogen act 0.5, ARFGAP1 inhibitor -23, ASAP1 GAP inh 3, UHRF1 binding 8, Tn7 DDE FP 2, DDE Tn6 FP inh 5, HGIII-sPLA2 inh -3 and PLC-gamma1 inh 1.
For CCOc1ccc(Br)cc1S(=O)(=O)NC(=O)c1ccccc1 the results were PLCb3 inh -7, Rev-erbA mod -1, KLK7 zymogen act 0.0, ARFGAP1 inhibitor 6, ASAP1 GAP inh -5, UHRF1 binding -4, Tn7 DDE FP -2, DDE Tn6 FP inh -2, HGIII-sPLA2 inh -6 and PLC-gamma1 inh 2.
`C/C(=N/N=C(\C)c1ccccc1O)c1ccccc1O` gave PLCb3 inh -17, Rev-erbA mod 17, KLK7 zymogen act -3.6, ARFGAP1 inhibitor -12, ASAP1 GAP inh 13, UHRF1 binding -4, Tn7 DDE FP -7, DDE Tn6 FP inh 1, HGIII-sPLA2 inh 4 and PLC-gamma1 inh -9.
CCOc1ccccc1CNCCNCC(C)O (stereo not given) was read as PLCb3 inh -6, Rev-erbA mod 4, KLK7 zymogen act -0.2, ARFGAP1 inhibitor 13, ASAP1 GAP inh -8, UHRF1 binding 3, Tn7 DDE FP 2, DDE Tn6 FP inh -1, HGIII-sPLA2 inh 5 and PLC-gamma1 inh 0.

Assay outcomes as filed in PubChem BioAssay.
